MBD2 inh = MBD2-methylated oligo binding inhibition; Q9UBB5; TR-FRET, MBD2 binding to methylated oligonucleotide; inhibition, % at 4.4 µM; 370,000 compounds, 0.31% hits; AID 686964; in the data active = inhibition above about 13%
Target sequence (Q9UBB5 whole entry, looked up): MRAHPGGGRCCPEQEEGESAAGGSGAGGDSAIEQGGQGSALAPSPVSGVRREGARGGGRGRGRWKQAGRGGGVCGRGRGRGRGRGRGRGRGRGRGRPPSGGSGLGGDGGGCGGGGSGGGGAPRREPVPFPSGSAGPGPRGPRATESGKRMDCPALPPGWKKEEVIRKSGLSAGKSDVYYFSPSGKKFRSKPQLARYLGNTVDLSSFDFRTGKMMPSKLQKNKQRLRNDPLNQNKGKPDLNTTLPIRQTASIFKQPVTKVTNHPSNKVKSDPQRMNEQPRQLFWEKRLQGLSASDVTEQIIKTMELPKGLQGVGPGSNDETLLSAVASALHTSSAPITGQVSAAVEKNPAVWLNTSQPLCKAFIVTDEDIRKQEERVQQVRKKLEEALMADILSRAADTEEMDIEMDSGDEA
ssDAF12 agonist = activators of S. stercoralis DAF-12 nuclear receptor. 370,000 compounds, 1% hits. activation, % at 6.8 µM. HEK293 ssDAF-12/GRIP1 lit1-tk-luc reporter, luminescence; % of 3 µM dafachronic acid response;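 active = activation above the mean over all tested compounds plus 3 SD, cut at about 0.9% in these data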;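 note: 0% = DMSO-only wells and 100% = 3 µM delta7-dafachronic acid wells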
ADAM17 inh = inhibitors of human ADAM17 | P78536 | recombinant ADAM17, EDANS/DABCYL FRET peptide cleavage | inhibition, % at 6.95 µM | 370,000 compounds, 0.83% hits | AID 720648;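 active = inhibition above the mean of compounds lying between control limits plus 3 SD, set per campaign, cut at about 8.5% in these data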;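 note: 0% = DMSO-only wells as the low control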
DAX1 inh-1 = NR0B1 (DAX1) inhibition; P51843; AID 504766; 340,000 compounds, 0.99% hits; inhibition, % at 6.75 µM; HEK293 Gal4-DAX1 luciferase reporter, luminescence;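 active = inhibition above the mean over all tested compounds plus 3 SD, cut at about 4.2% in these data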;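 note: 0% = DAX1-transfected cells with DMSO and 100% = empty-vector control cells with DMSO; inhibition shows as a rise in luminescence from relieved DAX1 repression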
Target sequence (P51843 207-470 limits assumed): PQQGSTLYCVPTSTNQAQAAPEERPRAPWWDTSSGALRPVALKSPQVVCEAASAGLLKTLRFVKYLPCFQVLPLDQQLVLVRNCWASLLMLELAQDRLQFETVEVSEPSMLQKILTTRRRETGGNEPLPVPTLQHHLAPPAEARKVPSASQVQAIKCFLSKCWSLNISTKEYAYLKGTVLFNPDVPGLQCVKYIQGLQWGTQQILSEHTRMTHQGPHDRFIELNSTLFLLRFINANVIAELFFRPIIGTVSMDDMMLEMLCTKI
hcDAF-12 act = activators of H. contortus DAF-12 nuclear receptor; AID 652067; HEK293 hcDAF-12 lit1-tk-luc reporter, luminescence; 0% DMSO, 100% Δ7-dafachronic acid; 370,000 compounds, 1.4% hits; activation, % at 6.8 µM;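 active = activation above the mean of all tested compounds plus 3 SD, cut at about 5.5% in these data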;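 note: 100% = response to 3 µM Δ7-dafachronic acid high control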
SMARCA2 activ = activators of SMARCA2 function; MG213 cells, MMTV-luciferase reporter, dexamethasone, overnight; activation, % at 9.1 µM; 370,000 compounds, 1% hits; AID 652017; in the data active = activation above about 7.8%;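 note: 0% = vehicle wells and 100% = reference activator wells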
PLCb3 inh = inhibitors of human phospholipase C beta3 | 370,000 compounds, 0.18% hits | Purified PLC-beta3, fluorogenic substrate, fluorescence | Q01970 | inhibition, % at 12.2 µM; in the data active = inhibition above about 11%;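 note: 0% = median of compound wells on plate and 100% = full blocker control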
PLC-gamma1 inh = inhibitors of human phospholipase C gamma1; inhibition, % at 12.2 µM; 370,000 compounds, 0.84% hits; purified PLC-gamma1, fluorogenic substrate, fluorescence; in the data active = inhibition above about 9.5%
hgDAF12 agonist = hgDAF-12 agonism, primary luciferase screen; 370,000 compounds, 1.8% hits; HEK293 GAL4-hgDAF12 UAS-luciferase reporter, agonist luminescence; normalized to butyrate control; activation, % at 6.8 µM;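 active = activation above a cutoff set at the mean of all screened compounds plus 3 SD, cut at about 10% in these data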;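 note: 0% = DMSO wells and 100% = sodium butyrate wells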
Rev-erbA mod = modulators of human Rev-erb alpha DNA binding | AID 1259318 | P20393 | 370,000 compounds, 0.79% hits | activity, % at 10 µM | Rev-erbα–FITC-DNA binding, fluorescence polarization, 90 min;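 active = activity above about 14%, limit read from the data; passing the limit was not always enough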;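 note: 0% = DMSO wells with 35 nM protein and 100% = DMSO wells with 750 nM protein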
DAX1 inh-2 = inhibitors of DAX1 repression of SF-1 activated StAR promoter; HEK293T StAR-luciferase reporter, SF-1/DAX-1 repression relief; inhibition, % at 6.8 µM; 370,000 compounds, 1.1% hits; AID 652010;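 active = inhibition above the mean over all tested compounds plus 3 SD, cut at about 3.6% in these data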;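 note: 0% = DAX-1 cells with DMSO and 100% = cells lacking DAX-1 with DMSO; higher inhibition means more luminescence from relief of DAX-1 repression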
Active calls of the source: *; i = inactive; · = not tested or not shown.

SMILES | MBD2 inh | ssDAF12 agonist | ADAM17 inh | DAX1 inh-1 | hcDAF-12 act | SMARCA2 activ | PLCb3 inh | PLC-gamma1 inh | hgDAF12 agonist | Rev-erbA mod | DAX1 inh-2
CCCS(=O)(=O)NC(=O)C1(C)CCCN(C(=O)c2cccc(OC(F)(F)F)c2)C1 (stereo not given) | -2 | -1.3 | -6 | · | -1.8 | -7 | 2 | 1 | -0.2 | 3 | -0.1
COc1ccc(/C=C/C(=O)Nc2ccc(-c3nnc4n3CCCCC4)cc2)c(OC)c1 | -4 | -1.3 | -4 | -1.8 | -3.4 | 0 | -19 | -15 | -3.5 | -5 | -0.5
CCC(c1nnc(SCC(=O)Nc2ccc(C(N)=O)cc2)n1Cc1ccccc1)N(C)C (stereo not given) | -1 | -0.6 | -3 | 0.7 | 0.6 | 5 | -2 | 1 | 0.0 | -1 | -1.3
COc1cc(CC(=O)NNC(=O)c2cc(C)oc2C)cc(OC)c1OC | 2 | -1.4 | -1 | 1.5 | -2.9 | 5 | -1 | 0 | 1.6 | -5 | 0.0
CC(C)C(NC(=O)c1ccco1)C(=O)OCC(=O)c1ccccc1 (stereo not given) | 2 | -0.9 | -3 | 1.4 | -1.3 | 1 | -3 | -1 | 2.5 | 2 | 0.1
COc1oc(-c2ccccc2)nc1C(F)(F)F | -1 | -0.1 | -3 | 4.3* | -1.3 | -1 | 2 | -1 | -0.1 | -3 | 0.8
COc1cc(-c2nnc(COC(=O)c3ccc(C)o3)o2)cc(OC)c1OC | 18* | -1.0 | 2 | 0.5 | -0.6 | 3 | -10 | -3 | -2.9 | 1 | 1.2
Cc1ccc(-c2csc(Cc3nc(-c4ccc5c(c4)CCC(=O)N5)cs3)n2)cc1 | 0 | -1.1 | -1 | -1.2 | -2.9 | -5 | -24 | -12 | 0.0 | -5 | -0.3
O=C(NCCOc1cccc2cccnc12)c1cccs1 | -1 | -2.2 | -7 | 0.0 | -1.4 | 2 | -44 | -32 | -1.6 | 4 | 0.5
C[C@@H]1CN([C@H](C)CO)C(=O)CCCn2nncc2CO[C@@H]1CN(C)S(=O)(=O)c1ccc(F)cc1 | 3 | -0.9 | -6 | 1.2 | -0.4 | -4 | 0 | 1 | 0.0 | 3 | -0.7
C/C(=N\NC(=O)c1ccc(F)cc1)c1ccc(NC(=O)Cc2ccccc2)cc1 | -6 | -0.6 | 0 | 0.8 | 3.2 | 5 | -6 | 0 | 7.4 | 4 | 4.1*
CCC(C)N1CCCC1C(=O)Nc1c(C)cc(C)cc1C (stereo not given) | -2 | -0.9 | -2 | 0.9 | -0.4 | 0 | -2 | 1 | -0.6 | -7 | -0.7
COC(=O)CCC(=O)OC1(C)C(=O)C=C2C=C(C3CC3)N(C3CCCCC3)C=C2C1=O (stereo not given) | -2 | -0.4 | -11 | -0.6 | -0.6 | 0 | -47 | -27 | -0.6 | -1 | 0.6
COC(=O)C1=C(SC)N(c2ccc(OC)cc2)C(c2ccccc2)CC1=O (stereo not given) | 2 | -2.1 | -2 | 0.8 | -1.0 | 1 | 0 | -3 | 0.4 | -2 | -0.5
COc1ccc(S(=O)(=O)NCC2CCCN(Cc3cccc(C(C)=O)c3)C2)cc1 (stereo not given) | -4 | -1.7 | -4 | 0.5 | -0.3 | -3 | -8 | -2 | 0.1 | 2 | -2.2
COc1cc(-c2noc(C)c2C(=O)NCCO)cc(OC)c1OC | 2 | -1.5 | 1 | 0.9 | -1.3 | 2 | -1 | -1 | 5.1 | -2 | 0.1
COC(=O)c1cccc(Nc2ncnc3sccc23)c1 | -2 | -1.5 | 1 | -0.3 | -2.2 | 0 | -7 | -5 | 1.7 | 2 | 0.2
CCOCCn1c(COc2ccc(C)cc2)nc2ccccc21 | 0 | -0.9 | 2 | 1.2 | -0.6 | 0 | 3 | 4 | 4.9 | 0 | 1.1
O=C(N/N=C/c1cc(Br)cc(Cl)c1O)c1ccc2c(c1)OCO2 | -1 | -1.8 | 0 | 3.3 | -1.6 | 2 | -45 | -29 | -0.4 | -20 | 0.4
O=C(/C=C/c1ccccc1Br)c1ccc2c(c1)OCO2 | -2 | -0.5 | 6 | -2.4 | 0.3 | 0 | -1 | 3 | 5.4 | 3 | -0.2
CNc1ccc(C(=O)OCC(=O)NC(=O)NC2CCCCC2)cc1[N+](=O)[O-] | -6 | -1.3 | -7 | 0.7 | -2.7 | -3 | 5 | 4 | 0.2 | -3 | 0.5
COc1ccccc1OCCCc1c(C)n[nH]c1C | 2 | -0.6 | 3 | 1.2 | -0.9 | -3 | 1 | 4 | 1.9 | -4 | 0.6
CC1(C)CC(=O)C=C(Nc2ccc(O)c(C(=O)O)c2)C1 | 1 | -1.2 | -15 | 0.8 | 0.4 | -1 | -201 | -187 | -0.3 | 0 | 0.2
Cc1cccc(-c2nc(CN3CCCC(C(=O)NC4CCCC4)C3)c(C)o2)c1 (stereo not given) | -6 | -2.0 | -2 | 0.5 | -1.7 | -2 | -1 | 1 | -3.9 | 3 | 0.2
O=C(NCc1ccc(Cl)cc1)c1cc(=O)nc2sc(-c3ccccc3)nn12 | -2 | -1.0 | -5 | 1.1 | 0.2 | -2 | 1 | 3 | 2.8 | 7 | -0.5
New compounds follow
SMILES | MBD2 inh | ssDAF12 agonist | ADAM17 inh | DAX1 inh-1 | hcDAF-12 act | SMARCA2 activ | PLCb3 inh | PLC-gamma1 inh | hgDAF12 agonist | Rev-erbA mod | DAX1 inh-2
CCN1CCN(Cc2nc3c(c(=O)n(C)c(=O)n3C)n2C(C)C(C)=O)CC1 (stereo not given) | -1 | -0.9 | -1 | -0.5 | -1.4 | -3 | 2 | 5 | 1.4 | 3 | -0.1
CC1CCCC(C)N1C(=O)COC(=O)c1cc(=O)[nH]c2ccccc12 (stereo not given) | -1 | -0.7 | -46 | -0.4 | 0.7 | -4 | -128 | -116 | -1.7 | -4 | -0.1
CCCc1cc(=O)oc2c(C)c(OCC(=O)Nc3cccnc3)ccc12 | 6 | -0.2 | -6 | 0.2 | 1.9 | -1 | 7 | -3 | 3.2 | 1 | -1.8
COc1cc(Cc2cc(OC)c(O)c(OC)c2)cc(OC)c1O | -4 | -0.7 | -2 | 0.5 | -1.6 | 0 | 3 | -5 | -0.4 | -1 | -1.3
O=C(NS(=O)(=O)c1ccccc1[N+](=O)[O-])[C@H]1O[C@@H](n2ccc(=O)[nH]c2=O)[C@H](O)[C@@H]1O | -6 | -0.7 | -2 | · | -1.3 | -3 | 7 | 3 | 15* | -1 | 0.2
CCC(C)Sc1ccc([C@H]2N[C@@](C)(C(=O)OC)[C@H]3C(=O)N(C)C(=O)[C@@H]23)cc1 (stereo not given in full) | 2 | -1.6 | -3 | 0.4 | -1.5 | 0 | 2 | -2 | -1.0 | 6 | -0.1
COc1ccccc1Oc1cc(F)nc(N)n1 | -5 | -1.4 | -2 | -0.1 | -1.4 | 2 | 5 | 2 | -0.4 | -1 | -0.6
CC(C)(CC(=O)O)CC(=O)NCc1c(Cl)cccc1Oc1ccccc1 | -1 | -0.8 | -3 | 2.1 | -1.4 | 1 | -8 | -2 | -1.1 | -2 | 0.0
CS(=O)(=O)N(CC(=O)NC1CCCCC1)Cc1ccc(Cl)cc1 | -3 | -0.6 | 0 | 0.5 | -0.4 | -1 | -5 | 1 | -0.6 | 0 | -0.1
COc1ccccc1NC(=O)CN1CCSc2ccccc21 | 0 | -2.0 | 1 | -0.1 | 1.6 | -2 | -3 | 4 | -2.9 | 0 | -0.1
O=C(c1cc(F)ccc1F)N1CCC(N2CCC(C(=O)N3CCCC3)CC2)CC1 | 1 | -0.3 | -4 | 1.2 | 0.3 | 1 | -12 | -6 | 4.8 | -2 | 0.1
O=C(/C=C\c1ccccc1)Nc1ccc(NC(=O)c2ccco2)cc1 | -3 | -2.0 | 2 | 0.2 | -2.6 | -3 | 8 | 4 | -2.1 | -5 | -0.5
O=C(O)CCCN1C(=O)C(=O)/C(=C(/O)c2ccccc2)C1/C=C/c1ccccc1 (stereo not given) | -6 | -1.1 | -1 | 0.5 | 0.0 | -2 | -1 | -1 | -3.5 | -2 | 0.2
CCN1c2ccccc2-c2nc3ccccc3n2C1c1cccs1 (stereo not given) | 1 | -0.8 | i | -1.5 | -3.0 | 1 | i | i | 0.1 | 6 | -1.2
COc1ccccc1Nc1nc(N)nc(CN2CCN(Cc3ccc4c(c3)OCO4)CC2)n1 | -8 | -1.0 | -3 | 1.2 | -2.3 | 1 | -5 | 1 | 1.2 | -2 | -0.5
COc1cc(O)c(CCC(=O)c2cc(OC)c(OC)c(OC)c2)c(OC)c1 | 2 | -1.1 | 5 | 0.2 | -2.4 | -3 | -2 | 6 | 0.9 | 1 | -0.8
CC(C(=O)OCC(=O)c1ccc([N+](=O)[O-])cc1)N1C(=O)C2C3CCC(C3)C2C1=O (stereo not given) | -2 | -1.2 | -1 | 2.3 | -0.7 | -1 | 4 | 1 | -0.6 | 0 | -0.8
O=C(Cc1ccc(Br)cc1)NC1CCN(Cc2ccccc2)CC1 | -2 | -1.0 | -2 | 1.4 | -0.4 | -2 | -6 | 2 | -1.8 | -2 | -0.3
O=CN1CCN(C(=S)Nc2ccc(OC(F)F)cc2)CC1 | -1 | -1.0 | -2 | 0.6 | -1.8 | -1 | -6 | 1 | -0.2 | -6 | 0.5
COc1ccc(-c2cc3nc(-c4ccccc4)cc(N4CCN(C(=O)c5ccsc5)CC4)n3n2)cc1 | -3 | -1.0 | -9 | -1.9 | -0.6 | -3 | -79 | -48 | 2.2 | 19 | 1.9
CC1CCN(CC(=O)Nc2ccccc2C(=O)c2ccccc2)CC1 | 3 | -1.3 | 0 | 0.3 | -0.1 | 1 | -15 | -14 | 1.2 | 7 | -0.3

Reprinted from the listing for reference:
SMILES | MBD2 inh | ssDAF12 agonist | ADAM17 inh | DAX1 inh-1 | hcDAF-12 act | SMARCA2 activ | PLCb3 inh | PLC-gamma1 inh | hgDAF12 agonist | Rev-erbA mod | DAX1 inh-2
CCN1CCN(Cc2nc3c(c(=O)n(C)c(=O)n3C)n2C(C)C(C)=O)CC1 (stereo not given) | -1 | -0.9 | -1 | -0.5 | -1.4 | -3 | 2 | 5 | 1.4 | 3 | -0.1
CC1CCCC(C)N1C(=O)COC(=O)c1cc(=O)[nH]c2ccccc12 (stereo not given) | -1 | -0.7 | -46 | -0.4 | 0.7 | -4 | -128 | -116 | -1.7 | -4 | -0.1
CCCc1cc(=O)oc2c(C)c(OCC(=O)Nc3cccnc3)ccc12 | 6 | -0.2 | -6 | 0.2 | 1.9 | -1 | 7 | -3 | 3.2 | 1 | -1.8
COc1cc(Cc2cc(OC)c(O)c(OC)c2)cc(OC)c1O | -4 | -0.7 | -2 | 0.5 | -1.6 | 0 | 3 | -5 | -0.4 | -1 | -1.3
O=C(NS(=O)(=O)c1ccccc1[N+](=O)[O-])[C@H]1O[C@@H](n2ccc(=O)[nH]c2=O)[C@H](O)[C@@H]1O | -6 | -0.7 | -2 | · | -1.3 | -3 | 7 | 3 | 15* | -1 | 0.2

High-throughput results (PubChem BioAssay)
